Compound activity deposited in PubChem BioAssay by Broad Institute.
TcdB inh – TcdB glycohydrolase inhibitors, primary screen, biochemical, single point, plate reader; Toxin B (Clostridioides difficile), P18177; inhibition, % at 9.99 µM; actives 0.24% (n = 350,000); TcdB glycohydrolase enzymatic assay; in the data active means inhibition above about 10%
Target sequence (P18177 whole entry, looked up): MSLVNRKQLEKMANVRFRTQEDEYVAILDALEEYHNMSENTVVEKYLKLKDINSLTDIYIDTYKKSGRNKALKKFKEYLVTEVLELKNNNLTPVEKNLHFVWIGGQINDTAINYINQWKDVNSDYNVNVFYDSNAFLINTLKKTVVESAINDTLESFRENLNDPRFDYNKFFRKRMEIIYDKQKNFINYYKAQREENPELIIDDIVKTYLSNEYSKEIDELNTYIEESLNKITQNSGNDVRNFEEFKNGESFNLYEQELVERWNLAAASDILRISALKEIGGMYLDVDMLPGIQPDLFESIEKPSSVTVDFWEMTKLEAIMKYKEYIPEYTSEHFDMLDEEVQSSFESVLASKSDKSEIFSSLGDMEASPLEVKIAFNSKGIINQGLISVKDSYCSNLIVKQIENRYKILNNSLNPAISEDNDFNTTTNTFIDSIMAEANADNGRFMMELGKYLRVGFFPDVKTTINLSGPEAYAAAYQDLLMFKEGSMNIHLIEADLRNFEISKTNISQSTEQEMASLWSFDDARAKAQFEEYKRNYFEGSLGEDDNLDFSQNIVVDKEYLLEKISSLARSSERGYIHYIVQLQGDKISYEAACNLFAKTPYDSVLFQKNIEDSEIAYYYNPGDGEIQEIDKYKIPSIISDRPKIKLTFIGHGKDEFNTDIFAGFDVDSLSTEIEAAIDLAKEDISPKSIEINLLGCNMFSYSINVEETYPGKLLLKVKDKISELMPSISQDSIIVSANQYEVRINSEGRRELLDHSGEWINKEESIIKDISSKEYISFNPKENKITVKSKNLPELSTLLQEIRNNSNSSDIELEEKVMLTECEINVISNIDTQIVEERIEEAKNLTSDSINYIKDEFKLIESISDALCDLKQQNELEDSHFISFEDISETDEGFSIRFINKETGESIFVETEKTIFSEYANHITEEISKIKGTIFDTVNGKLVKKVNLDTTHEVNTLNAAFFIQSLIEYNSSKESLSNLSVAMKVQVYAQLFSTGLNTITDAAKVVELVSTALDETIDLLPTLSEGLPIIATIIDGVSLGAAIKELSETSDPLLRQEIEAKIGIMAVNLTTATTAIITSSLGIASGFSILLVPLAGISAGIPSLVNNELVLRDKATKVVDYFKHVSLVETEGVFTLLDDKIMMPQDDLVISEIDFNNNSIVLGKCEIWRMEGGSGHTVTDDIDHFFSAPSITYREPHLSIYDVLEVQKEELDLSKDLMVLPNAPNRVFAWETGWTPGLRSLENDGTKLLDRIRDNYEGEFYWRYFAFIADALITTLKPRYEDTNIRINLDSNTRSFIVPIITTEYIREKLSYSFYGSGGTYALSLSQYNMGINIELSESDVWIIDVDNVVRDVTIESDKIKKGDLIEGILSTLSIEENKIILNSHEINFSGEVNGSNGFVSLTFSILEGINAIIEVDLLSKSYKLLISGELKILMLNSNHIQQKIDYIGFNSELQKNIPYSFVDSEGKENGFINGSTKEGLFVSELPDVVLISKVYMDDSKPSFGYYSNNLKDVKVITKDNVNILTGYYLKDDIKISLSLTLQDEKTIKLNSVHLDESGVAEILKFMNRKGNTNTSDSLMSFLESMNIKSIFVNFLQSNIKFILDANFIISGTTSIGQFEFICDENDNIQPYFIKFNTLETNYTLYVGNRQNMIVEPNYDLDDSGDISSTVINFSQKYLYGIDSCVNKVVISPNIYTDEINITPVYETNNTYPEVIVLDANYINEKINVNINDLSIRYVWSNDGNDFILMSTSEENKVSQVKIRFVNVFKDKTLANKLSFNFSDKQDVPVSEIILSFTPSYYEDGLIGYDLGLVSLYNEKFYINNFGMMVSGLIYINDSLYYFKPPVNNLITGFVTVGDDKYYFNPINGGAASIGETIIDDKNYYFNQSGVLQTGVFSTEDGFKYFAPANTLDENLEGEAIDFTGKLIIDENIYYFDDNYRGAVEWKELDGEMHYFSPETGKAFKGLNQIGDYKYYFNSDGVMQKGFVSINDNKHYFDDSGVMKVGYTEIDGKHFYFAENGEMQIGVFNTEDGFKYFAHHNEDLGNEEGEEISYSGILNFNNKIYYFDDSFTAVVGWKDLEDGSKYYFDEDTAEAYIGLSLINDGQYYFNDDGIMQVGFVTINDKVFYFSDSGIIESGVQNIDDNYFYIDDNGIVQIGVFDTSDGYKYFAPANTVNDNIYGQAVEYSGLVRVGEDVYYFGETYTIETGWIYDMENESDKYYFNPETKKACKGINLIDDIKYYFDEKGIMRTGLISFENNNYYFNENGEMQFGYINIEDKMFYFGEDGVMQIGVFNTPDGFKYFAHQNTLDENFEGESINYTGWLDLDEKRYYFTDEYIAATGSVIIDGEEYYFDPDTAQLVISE
* marks the source's active call; other numbers are inactive results. These rows are one share of the data; the hit share may differ from the screen's.

1: Cc1noc(C)c1NC(=O)N(C)C[C@@H]1Oc2cc(C#CCC3CCCC3)ccc2S(=O)(=O)N([C@@H](C)CO)C[C@H]1C
  TcdB inh: -0.4
2: C[C@@H]1CCCCO[C@H](CN(C)S(=O)(=O)c2ccc(Cl)cc2)[C@H](C)CN([C@@H](C)CO)C(=O)c2cc(NC(=O)Nc3ccc(F)cc3)ccc2O1
  TcdB inh: 0.8
3: C[C@@H]1CN([C@H](C)CO)C(=O)c2cc(NC(=O)C3CC3)ccc2O[C@H]1CN(C)Cc1ccccc1
  TcdB inh: 0.0
4: COc1cccc(NC(=O)N2CC3(C2)[C@H](c2ccccc2)[C@H](CO)N3C(=O)C2CCCC2)c1
  TcdB inh: 0.4
5: CCCN1[C@H](C(=O)NCCCN(C)C)[C@@H](CO)[C@@H]2Cn3c(ccc(C4=CCCC4)c3=O)[C@@H]21
  TcdB inh: -0.5
6: O=C(NC1CCCCC1)N1CC(=O)N2[C@H](CO)[C@@H](c3ccc(-c4cccc(F)c4)cc3)[C@@H]2C1
  TcdB inh: 0.7
7: CCCNC(=O)N1[C@H](CO)[C@H](c2ccccc2)[C@@H]1CNC(=O)c1cccc(F)c1
  TcdB inh: -1.0
8: CO[C@@H]1CN(C)C(=O)c2ccc(NC(=O)c3ccc4c(c3)OCO4)cc2OC[C@H](C)N(CC2CC2)C[C@H]1C
  TcdB inh: -1.7
9: COc1ccc(C#Cc2cnc3c(c2)C(=O)N([C@@H](C)CO)C[C@@H](C)[C@@H](CN(C)C(C)=O)O3)cc1
  TcdB inh: 1.3
10: C[C@@H]1CCCCO[C@@H](CN(C)C(=O)c2ccccc2)[C@H](C)CN([C@H](C)CO)C(=O)c2cc(NC(=O)c3ccccc3)ccc2O1
  TcdB inh: 2.1
11: CCCC(=O)Nc1ccc2c(c1)C(=O)N(C)C[C@@H](OC)[C@@H](C)CN[C@@H](C)CO2
  TcdB inh: 1.4
12: Cc1noc(C)c1S(=O)(=O)N(C)C[C@@H]1Oc2ccc(NC(=O)C3CC3)cc2CC(=O)N([C@H](C)CO)C[C@@H]1C
  TcdB inh: 0.2
13: Cc1noc(C)c1NC(=O)N(C)C[C@@H]1OCCCC[C@H](C)Oc2ccc(NC(=O)c3ccncc3)cc2C(=O)N([C@H](C)CO)C[C@H]1C
  TcdB inh: 0.6
14: CC(=O)N1CC2(C1)[C@H](c1ccc(-c3ccc(F)cc3)cc1)[C@H](CO)N2C(C)=O
  TcdB inh: 0.5
15: CC(C)C#Cc1ccc([C@H]2[C@H](C#N)N(C(=O)c3ccccn3)[C@H]2CO)cc1
  TcdB inh: -6.2
16: CCC(=O)N1[C@H](CO)[C@@H](c2ccccc2)C12CN(C(=O)c1cnccn1)C2
  TcdB inh: 0.6
17: COc1ccccc1-c1ccc2c(c1)O[C@@H](CN(C)C(=O)Nc1ccccc1)[C@H](C)CN([C@@H](C)CO)S2(=O)=O
  TcdB inh: -1.5
18: CO[C@H]1CN(C)C(=O)c2ccc(NC(=O)C3CCC3)cc2OC[C@H](C)N(C(=O)NC(C)C)C[C@H]1C
  TcdB inh: -1.1
19: CCC(=O)N1C[C@@H](C)[C@@H](OC)CN(C)C(=O)c2ccc(NC(=O)C3CC3)cc2OC[C@@H]1C
  TcdB inh: -0.1
20: COCC#Cc1ccc([C@@H]2[C@@H](CO)N3CCCCN(C(=O)Nc4cc(F)ccc4F)C[C@H]23)cc1
  TcdB inh: -1.0
21: C[C@@H]1CN([C@H](C)CO)C(=O)c2cccc(NC(=O)C3CC3)c2O[C@@H]1CN(C)C(=O)Nc1ccc2c(c1)OCO2
  TcdB inh: -0.3
22: COC(=O)C[C@H]1C[C@H]2c3cc(NC(=O)c4ccc5c(c4)OCO5)ccc3O[C@H]2[C@@H](CO)O1
  TcdB inh: 0.8
23: CN1C(=O)c2cc(NC(=O)c3cc(F)cc(F)c3)ccc2OC[C@@H]2O[C@@H](CC(=O)O)CC[C@@H]21
  TcdB inh: 0.1
24: C[C@@H]1CN([C@H](C)CO)C(=O)c2cc(NC(=O)CCC(F)(F)F)ccc2O[C@@H]1CN(C)Cc1ccc(C(=O)Nc2ccccc2N)cc1
  TcdB inh: -0.2
25: CC=Cc1ccc2n(c1=O)C[C@@H]1[C@@H](CO)[C@H](C(=O)NC3CCC3)N(C(=O)C3CC3)[C@H]21 (mixture of isomers)
  TcdB inh: -0.2

Taken from the results shown (three entries):
23: CN1C(=O)c2cc(NC(=O)c3cc(F)cc(F)c3)ccc2OC[C@@H]2O[C@@H](CC(=O)O)CC[C@@H]21
  TcdB inh: 0.1
24: C[C@@H]1CN([C@H](C)CO)C(=O)c2cc(NC(=O)CCC(F)(F)F)ccc2O[C@@H]1CN(C)Cc1ccc(C(=O)Nc2ccccc2N)cc1
  TcdB inh: -0.2
25: CC=Cc1ccc2n(c1=O)C[C@@H]1[C@@H](CO)[C@H](C(=O)NC3CCC3)N(C(=O)C3CC3)[C@H]21 (mixture of isomers)
  TcdB inh: -0.2

New compounds follow.
item | SMILES | TcdB inh
26 | O=C(C[C@H]1CC[C@H]2[C@@H](COC[C@@H](O)CN2C(=O)c2ccccn2)O1)N1CCN(c2ccccc2)CC1 | 1.5
27 | O=C(c1ccc(F)cc1)N1C[C@@H]2[C@H](c3ccccc31)[C@@H](CO)N2Cc1ccc2c(c1)OCO2 | -1.3
28 | CC(=O)Nc1ccc2c(c1)C(=O)N(C)[C@H]1CC[C@H](CC(=O)NCC3CC3)O[C@@H]1CO2 | -0.7
29 | CS(=O)(=O)N1CC(=O)N2[C@H](CO)[C@H](c3ccc(C#CCc4ccccc4)cc3)[C@@H]2C1 | 0.2
30 | C/C=C/c1ccc([C@@H]2[C@H](CO)N(C(=O)c3cnccn3)C23CN(C(=O)CC)C3)cc1 | -1.2
31 | CC(C)CC#Cc1cnc2c(c1)C(=O)N([C@H](C)CO)C[C@@H](C)[C@@H](CN(C)Cc1cncnc1)O2 | 0.7
32 | C[C@H](O)C#Cc1ccc([C@@H]2[C@@H](CO)N3CCCCN(CC4CC4)C[C@H]23)cc1 | 0.4
33 | COCC(=O)Nc1ccc2c(c1)[C@@H]1C[C@@H](CC(=O)NC3CCCCC3)O[C@@H](CO)[C@@H]1O2 | -0.4
34 | C[C@@H]1CN([C@H](C)CO)C(=O)c2cc(-c3ccc(F)cc3)cnc2O[C@H]1CN(C)CC1CCOCC1 | -2.3
35 | C[C@H]1CN([C@@H](C)CO)S(=O)(=O)c2ccc(C3=CCCCC3)cc2O[C@@H]1CN(C)C(=O)CC1CC1 | -2.7
36 | C[C@H](CO)N1C[C@H](C)[C@@H](CN(C)Cc2cccnc2)Oc2ncc(C#CCc3ccccc3)cc2C1=O | -0.1
37 | O=C(NCC1CC1)[C@H]1[C@H](CO)[C@H]2Cn3c(ccc(C4=CCCCC4)c3=O)[C@H]2N1Cc1ccccc1F | 0.8
38 | C=CC1c2cc(OC)c(OC)cc2CC(C)N1Cc1ccc(OC)cc1 (stereo unspecified) | 0.9
39 | O=C(NCC[C@@H]1CC[C@@H](NC(=O)c2ccncc2)[C@H](CO)O1)Nc1ccc(Cl)cc1 | -0.3
40 | COc1ccc(CN(C)C[C@H]2OCCCC[C@H](C)Oc3ccc(NS(=O)(=O)c4ccc(C)cc4)cc3C(=O)N([C@@H](C)CO)C[C@H]2C)cc1 | -1.3
41 | CCCC#Cc1ccc([C@H]2[C@H](CO)N3CCCCN(S(C)(=O)=O)C[C@@H]23)cc1 | -0.9
42 | O=C([C@H]1[C@H](CO)[C@H]2Cn3c(cccc3=O)[C@@H]1N2CC1CCCCC1)N1CCOCC1 | -0.7
43 | Cc1noc(C)c1NC(=O)Nc1ccc2c(c1)C(=O)N([C@@H](C)CO)C[C@@H](C)[C@H](CN(C)Cc1ccc3c(c1)OCO3)O2 | -0.8
44 | Cc1ccc(S(=O)(=O)N(C)C[C@@H]2Oc3ccc(NS(=O)(=O)c4cccs4)cc3CC(=O)N([C@@H](C)CO)C[C@@H]2C)cc1 | 0.8
45 | O=C(C[C@@H]1C[C@@H]2c3cc(NC(=O)c4cccnc4)ccc3O[C@@H]2[C@@H](CO)O1)NCCN1CCCCC1 | -1.9

Among those listed so far, 5 have an aryl methoxy group.
item | SMILES | TcdB inh
4 | COc1cccc(NC(=O)N2CC3(C2)[C@H](c2ccccc2)[C@H](CO)N3C(=O)C2CCCC2)c1 | 0.4
9 | COc1ccc(C#Cc2cnc3c(c2)C(=O)N([C@@H](C)CO)C[C@@H](C)[C@@H](CN(C)C(C)=O)O3)cc1 | 1.3
17 | COc1ccccc1-c1ccc2c(c1)O[C@@H](CN(C)C(=O)Nc1ccccc1)[C@H](C)CN([C@@H](C)CO)S2(=O)=O | -1.5
38 | C=CC1c2cc(OC)c(OC)cc2CC(C)N1Cc1ccc(OC)cc1 (stereo unspecified) | 0.9
40 | COc1ccc(CN(C)C[C@H]2OCCCC[C@H](C)Oc3ccc(NS(=O)(=O)c4ccc(C)cc4)cc3C(=O)N([C@@H](C)CO)C[C@H]2C)cc1 | -1.3

More structures
item | SMILES | TcdB inh
46 | C[C@H]1CN([C@@H](C)CO)C(=O)c2cc(C#CC(C)(C)O)cnc2O[C@@H]1CN(C)Cc1cncnc1 | 0.7
47 | C[C@@H]1CN([C@H](C)CO)C(=O)c2cc(N(C)C)ccc2O[C@H]1CN(C)Cc1ccc(C(=O)Nc2ccccc2N)cc1 | -2.8
48 | C[C@@H](O)C#Cc1cnc2c(c1)C(=O)N([C@@H](C)CO)C[C@H](C)[C@H](CN(C)C(=O)CN1CCOCC1)O2 | -0.2
49 | CC(C)CC#Cc1ccc2c(c1)O[C@H](CN(C)C(=O)C1CCC1)[C@H](C)CN([C@H](C)CO)S2(=O)=O | 0.6
50 | COc1ccccc1NC(=O)N1CC(=O)N2[C@H](CO)[C@H](c3ccc(-c4cccc(C)c4)cc3)[C@@H]2C1 | 0.0
51 | CC(C)CC#Cc1cnc2c(c1)C(=O)N([C@H](C)CO)C[C@H](C)[C@H](CN(C)S(=O)(=O)c1cccs1)O2 | -0.4
52 | COCC(=O)N1C[C@H](C)[C@H](OC)CN(C)C(=O)c2cc(NC(=O)C3CCC3)ccc2OC[C@H]1C | -1.2
53 | COc1ccc(CN(C)C[C@@H]2Oc3c(NC(=O)c4cc(C)nn4C)cccc3C(=O)N([C@H](C)CO)C[C@H]2C)cc1 | 0.0
54 | C[C@H]1CCCCO[C@H](CN(C)C(=O)c2ccncc2)[C@@H](C)CN([C@@H](C)CO)C(=O)c2cc(NS(=O)(=O)c3ccc(F)cc3)ccc2O1 | 0.6
55 | O=C(C[C@@H]1CC[C@@H]2[C@H](COC[C@@H](O)CN2C(=O)c2ccc3c(c2)OCO3)O1)NCCN1CCCCC1 | -1.0
56 | C[C@H]1CN([C@@H](C)CO)C(=O)c2cccc(NC(=O)C3CCCCC3)c2O[C@H]1CN(C)Cc1ccc2c(c1)OCO2 | -0.8
57 | C[C@H](CO)N1C[C@H](C)[C@H](CN(C)C)Oc2cc(-c3cccnc3)ccc2S1(=O)=O | 0.4

As entered above:
compound 37 in TcdB inh = 0.8
compound 53 in TcdB inh = 0.0
compound 54 in TcdB inh = 0.6
compound 40 in TcdB inh = -1.3
compound 46 in TcdB inh = 0.7
compound 28 in TcdB inh = -0.7
compound 34 in TcdB inh = -2.3

Compounds listed so far that have a Cl atom (two):
item | SMILES | TcdB inh
2 | C[C@@H]1CCCCO[C@H](CN(C)S(=O)(=O)c2ccc(Cl)cc2)[C@H](C)CN([C@@H](C)CO)C(=O)c2cc(NC(=O)Nc3ccc(F)cc3)ccc2O1 | 0.8
39 | O=C(NCC[C@@H]1CC[C@@H](NC(=O)c2ccncc2)[C@H](CO)O1)Nc1ccc(Cl)cc1 | -0.3
